Bfl-1 Bim block: inhibitors of Bim-Bfl-1 interaction, human | 190,000 compounds, 0.12% hits | Q16548 | Bead-based flow cytometry, Bim-Bfl-1 binding inhibition | inhibition, % at 10 µM;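 further: 0% = wells without compound plus tracer and 100% = blocker peptide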
Bim-Mcl-1: inhibitors of Bim-Mcl-1 interaction, human; Q07820; Bead-based flow cytometry, Bim peptide-Mcl-1 binding; inhibition, % at 10 µM; 190,000 compounds, 0.1% hits; AID 1009;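 further: 0% = no compound tracer wells and 100% = peptide blocker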
RGS7-Gao: regulators of human RGS7-Galphao interaction; 220,000 compounds, 0.35% hits; binding response (% of control), % at 10 µM; Multiplexed bead flow cytometry, RGS7-Galphao binding; actives lie on both sides; in the data active means binding response below about 49% or above about 150%; inconclusive means no clear call, values can overlap the other calls; inactive means in between;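 further: fluorescent Galphao held in activated GDP-AlF4 state binding bead-coupled RGS7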
Target sequence (P09471 whole entry, looked up): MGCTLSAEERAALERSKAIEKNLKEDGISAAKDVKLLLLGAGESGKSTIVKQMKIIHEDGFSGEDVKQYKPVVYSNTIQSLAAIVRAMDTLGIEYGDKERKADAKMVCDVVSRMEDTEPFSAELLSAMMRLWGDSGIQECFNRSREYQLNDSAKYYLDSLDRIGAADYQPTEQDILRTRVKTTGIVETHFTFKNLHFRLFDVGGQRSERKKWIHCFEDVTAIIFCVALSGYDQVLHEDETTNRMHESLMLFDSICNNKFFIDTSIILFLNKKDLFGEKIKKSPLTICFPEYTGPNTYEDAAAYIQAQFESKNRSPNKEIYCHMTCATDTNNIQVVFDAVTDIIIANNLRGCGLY
Bim-Bcl-2: inhibitors of Bim-Bcl-2 interaction, human; 190,000 compounds, 0.06% hits; AID 950; Bead-based flow cytometry, Bim peptide-Bcl-2 binding; P10415; inhibition, % at 10 µM; in the data active means inhibition above about 40%; inconclusive means no clear call, values can overlap the other calls;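 further: 0% = no compound wells with probe peptide and 100% = reference peptide inhibitor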
Target sequence (P10415 whole entry, looked up): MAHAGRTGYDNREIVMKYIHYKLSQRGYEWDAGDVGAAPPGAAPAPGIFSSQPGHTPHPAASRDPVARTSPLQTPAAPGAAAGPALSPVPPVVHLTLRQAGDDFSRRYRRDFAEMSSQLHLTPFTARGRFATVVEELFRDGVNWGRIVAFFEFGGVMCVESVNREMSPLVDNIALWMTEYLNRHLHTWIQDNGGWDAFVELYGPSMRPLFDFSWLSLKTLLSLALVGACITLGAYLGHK
RGS8-Gao: regulators of human RGS8-Galphao interaction. multiplexed bead flow cytometry, RGS8-Galphao binding; actives lie on both sides. response (percent of control binding), % at 10 µM. 220,000 compounds, 0.34% hits; in the data active means response below about 60% or above about 140%; inactive means in between;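 further: Galphao activated as the GDP aluminium fluoride complex binding bead-coupled RGS8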
ABCB1 inh: human ABCB1 inhibition, ABCG2 as counter-screen | AID 1326 | CCRF-Adr cells, JC-1 efflux, flow cytometry | 190,000 compounds, 0.067% hits | P08183 | inhibition, % at 6.6 µM; in the data active means inhibition above about 40%;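 further: 0% = vehicle and 100% = reference inhibitor; higher value means more JC-1 retained so stronger ABCB1 efflux block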
Bcl-W Bim block: human Bim-Bcl-W interaction inhibition. Q92843. bead-based flow cytometry, Bim peptide-Bcl-W binding. AID 952. inhibition, % at 10 µM. 190,000 compounds, 0.02% hits;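 further: 0% = bound tracer without compound and 100% = peptide blocker; higher means less fluorescent Bim peptide bound to Bcl-W beads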
Target sequence (Q92843 whole entry, looked up): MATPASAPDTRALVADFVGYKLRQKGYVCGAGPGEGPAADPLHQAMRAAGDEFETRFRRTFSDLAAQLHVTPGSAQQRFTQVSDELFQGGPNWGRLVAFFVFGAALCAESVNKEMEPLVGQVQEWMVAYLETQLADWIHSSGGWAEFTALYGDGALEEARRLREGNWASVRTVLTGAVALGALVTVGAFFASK
RGS4-Gao reg: human RGS4-Galphao interaction regulation | P09471 | Multiplexed bead flow cytometry, RGS4-Galphao binding; actives lie on both sides | binding response (% of control), % at 10 µM | 220,000 compounds, 0.33% hits; in the data active means binding response below about 49% or above about 150%; inactive means in between;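 further: fluorescent Galphao activated with aluminum fluoride binding bead-coupled RGS4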
Bim-Bcl-B: human Bim-Bcl-B interaction inhibition. Q9HD36. bead-based flow cytometry, Bim peptide-Bcl-B binding. inhibition, % at 10 µM. 190,000 compounds, 0.073% hits;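 further: 0% = tracer peptide without compound and 100% = reference inhibitor peptide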
Target sequence (Q9HD36 whole entry, looked up): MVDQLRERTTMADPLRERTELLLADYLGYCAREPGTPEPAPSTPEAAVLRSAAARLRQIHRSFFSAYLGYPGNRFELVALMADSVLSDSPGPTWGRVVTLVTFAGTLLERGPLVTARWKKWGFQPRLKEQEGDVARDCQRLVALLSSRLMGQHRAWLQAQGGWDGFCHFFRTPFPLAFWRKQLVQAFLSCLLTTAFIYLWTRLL
ABCG2 inh: human ABCG2 inhibition, ABCB1 as counter-screen; Q9UNQ0; IgMXP3 cells, JC-1 efflux, flow cytometry; inhibition, % at 6.6 µM; 190,000 compounds, 0.1% hits; AID 1325;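 active means inhibition above 80%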;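 further: 0% = DMSO and 100% = nicardipine control wells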
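Test system: ABCG2 IgMXP3 and barcoded ABCB1 CCRF-Adr cell mix; Schedule: cells with compound and JC-1, 10 min at 25 °C, rotating, no wash; Technique: flow cytometry of retained JC-1 fluorescence; Measure: % inhibition of efflux relative to nicardipine and DMSO; Controls: nicardipine high and DMSO low controls.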
Bcl-XL Bim block: human Bim-Bcl-XL interaction inhibition. Q07817. Bim peptide-Bcl-XL binding, bead flow cytometry, fluorescence. inhibition, % at 10 µM. 190,000 compounds, 0.04% hits. AID 1007
Numbers without * were called inactive; ? = inconclusive. Unless noted, no stated cut-off is given here; in the data, active means inhibition above about 40%.

SMILES | Bfl-1 Bim block | Bim-Mcl-1 | RGS7-Gao | Bim-Bcl-2 | RGS8-Gao | ABCB1 inh | Bcl-W Bim block | RGS4-Gao reg | Bim-Bcl-B | ABCG2 inh | Bcl-XL Bim block
CC(C)CNC(=S)N1CCN(C)CC1 | -2 | -2 | 95 | -3 | 98 | 1.0 | -2 | 96 | -2 | 4 | -3
COc1ccc(OC)c(NC(=O)C(CC(=O)O)NCc2ccco2)c1 (stereo not drawn) | 0 | 0 | 101 | -2 | 101 | 0.3 | 1 | 99 | -3 | 1 | 0
CCN(CC)C(=O)CSc1nnc(-c2ccccc2)c(-c2ccccc2)n1 | 0 | -3 | 98 | 0 | 96 | 2.6 | -1 | 98 | -1 | 12 | -3
N#Cc1c(SCC(N)=O)nc(-c2ccccc2)c2c1CCCC2 | -6 | 2 | 108 | -5 | 105 | 0.9 | 0 | 111 | -8 | 4 | 2
Cc1c(CCOC(=O)C23CC4CC(CC(C)(C4)C2)C3)sc[n+]1Cc1ccccc1 | -5 | 1 | 103 | -3 | 105 | -0.1 | 0 | 103 | -2 | 1 | 0
Cc1oc(-c2ccccc2Cl)nc1CSc1nc2c(c(=O)[nH]1)CCC2 | -3 | -2 | 99 | -3 | 95 | 1.4 | -4 | 97 | -3 | 0 | -2
CCN1CCN(C(=S)c2ccc(O)cc2)CC1 | 8 | 0 | 121 | -1 | 88 | 0.1 | -1 | 94 | -20 | 0 | -1
O=C(CCNC(=O)Cn1ccc2ccccc2c1=O)NCC1CCCC1c1ccccc1 (stereo not drawn) | -7 | -2 | ? | -6 | 102 | 1.4 | 0 | 100 | -2 | 1 | 0
O=C(O)c1ccc2c(=O)n3c(nc2c1)/C(=C/c1ccccc1C(F)(F)F)CCCC3 | -7 | -1 | 100 | -5 | 102 | 0.0 | -1 | 101 | -8 | 13 | 0
CCc1c(OC(C)=O)c2ccccc2n(C)c1=O | 8 | -4 | 106 | 3 | 106 | -0.3 | -3 | 104 | -3 | -1 | 0
CCOC(=O)c1c(OCCO)noc1N | -2 | 2 | 94 | 2 | 99 | 0.8 | 0 | 95 | -3 | 1 | -2
COc1ccc(CNC(=O)C2CCNCC2)cc1 | -4 | -3 | 96 | -5 | 95 | 0.8 | -2 | 98 | -1 | 0 | 2
C=CCNC(=S)NNC(=O)CSc1nc2ccccc2s1 | 0 | -6 | 108 | -5 | 103 | -0.6 | -6 | 111 | -36 | 1 | -4
Cc1c(-n2c(SCC(=O)N(C)C3CCS(=O)(=O)C3)nc3ccccc3c2=O)c(=O)n(-c2ccccc2)n1C (stereo not drawn) | -7 | -3 | 102 | 0 | 101 | 0.4 | -1 | 100 | -8 | 3 | -2
Cc1ccc(C)c(NC(=S)N(CCN(C)C)C(C)c2ccccn2)c1 (stereo not drawn) | -6 | 0 | 105 | -4 | 99 | 0.1 | 0 | 96 | 0 | 2 | 0
Fc1ccccc1OCCSc1nnnn1-c1ccccc1 | -7 | -4 | 91 | -4 | 102 | 0.4 | -1 | 92 | 1 | 5 | 0
Cc1cccc(N(C(=O)c2csnn2)C(C(=O)NC(C)(C)C)c2cccnc2)c1 (stereo not drawn) | -4 | -2 | 98 | -1 | 101 | 0.3 | -1 | 99 | -6 | 2 | -1
C(=N/N1CCN(c2ccccc2)CC1)/c1ccncc1 | -5 | 0 | 100 | -5 | 99 | 0.2 | -2 | 101 | -2 | 1 | -6
CN(C)c1ccc(/C=N/NC(=O)C2CC2c2ccccc2)cc1 (stereo not drawn) | 4 | 1 | 104 | 4 | 102 | 0.2 | 5 | 105 | 0 | 2 | 2
O=C(/C=C/c1cccc([N+](=O)[O-])c1)NCCSCc1ccc(Cl)cc1 | -14 | -1 | 98 | -4 | 102 | 1.2 | -2 | 103 | -6 | 35 | -3
CC(NC(=O)COC(=O)CCc1ccccc1)c1ccccc1 (stereo not drawn) | 0 | -3 | 96 | 1 | 98 | 1.2 | -2 | 99 | -5 | 8 | -5
CCN(CC)S(=O)(=O)c1ccccc1/C=N\O | 3 | 4 | 91 | 3 | 99 | 0.1 | -1 | 87 | 2 | 1 | 5
CC(C)[C@H](NC(=O)C1(c2ccccc2)CCN(C(=O)OC(C)(C)C)CC1)C(=O)O | -10 | -1 | 99 | -8 | 98 | 0.9 | -1 | 102 | -8 | 2 | -5
O=C(O)Cc1ccc(NC(=S)NCc2ccco2)cc1 | -4 | -4 | 98 | -7 | 102 | 0.3 | -2 | 97 | -6 | 6 | -7
Cc1nn(Cc2ccc(Cl)cc2)c(C)c1NC(=O)C1CC=CCC1C(=O)O (stereo not drawn) | -6 | 0 | 98 | -4 | 100 | 0.2 | 1 | 99 | -6 | 3 | -5
COc1ccc(Nc2nc(N)nc(CN3CCc4ccccc4C3)n2)cc1 | -9 | 0 | 104 | -7 | 106 | 0.8 | -3 | 107 | -4 | 7 | -6
COc1ccc(/C=N/NC(=O)c2cccc(OC(F)(F)C(F)F)c2)cc1O | 1 | 1 | 95 | 1 | 101 | 0.0 | 0 | 97 | 0 | 0 | -1
COc1ccc(CNC(=O)CSc2nnnn2-c2ccc(O)cc2)cc1 | -4 | 0 | 105 | -4 | 102 | -0.2 | 1 | 102 | -7 | 0 | -1
CC1CCCC/C1=N\NS(=O)(=O)c1ccc(Br)cc1 (stereo not drawn) | -5 | 3 | 97 | -3 | 97 | 0.2 | 2 | 95 | -3 | 1 | 0
O=C(c1cccc(Oc2c(Cl)cccc2[N+](=O)[O-])c1)N1CCCCC1 | -5 | -3 | 101 | -6 | 103 | 0.6 | 0 | 97 | -7 | 2 | 0
CC(C)c1ccc(NC(=S)NC2CCN(Cc3ccccc3)CC2)cc1 | -16 | -3 | 102 | -5 | 103 | 0.1 | -3 | 103 | -10 | 4 | -6
COc1ccc(OC2OC3COC(C)(C)OC3C(O)C2NC(C)=O)cc1 (stereo not drawn) | -1 | 0 | 100 | -1 | 103 | -0.6 | -1 | 103 | -6 | 0 | -1
CNc1ccc(/C=C2\COc3ccccc3C2=O)cc1[N+](=O)[O-] | 2 | 1 | 99 | 0 | 98 | -0.4 | 1 | 95 | 0 | 1 | 2
c1ccc2c(c1)CCN(Cc1nnnn1Cc1ccc3c(c1)OCO3)C2 | -24 | -4 | 102 | -9 | 102 | 1.3 | -4 | 103 | -10 | 10 | -8
COc1cccc(C(=O)NCc2ccc(-c3nc4ccccc4s3)cc2)c1 | -11 | -5 | 101 | -8 | 101 | -0.1 | 0 | 97 | -6 | 0 | 4
CCC(c1nnnn1Cc1cccs1)N1CCN(c2nc3ccccc3s2)CC1 (stereo not drawn) | -1 | -1 | 98 | -3 | 99 | 5.3 | -1 | 99 | -1 | 23 | -5
COc1ccc(/C=N/Nc2ccc(C(=O)O)cc2)cc1Br | -1 | 1 | 102 | 1 | 98 | -1.8 | 0 | 101 | -1 | 9 | 0
COc1ccc(-c2oc3ncn4nc(Cc5ccccc5)nc4c3c2-c2ccc(OC)cc2)cc1 | -1 | -1 | 93 | 0 | 96 | 1.3 | -5 | 90 | -3 | 9 | -4
COC(=O)c1ccccc1NC(=O)NCC1CCCO1 (stereo not drawn) | -5 | -4 | 100 | -5 | 96 | 0.2 | -1 | 106 | -4 | 5 | 0
CCc1nnc(NS(=O)(=O)c2ccc(NC(=S)NC(=O)c3ccccc3)cc2)s1 | -6 | -5 | 93 | -8 | 99 | -0.9 | -6 | 96 | -9 | -2 | -8
O=C(CSc1ccc2c(c1)OCCO2)NC(=O)Cc1ccccc1 | 0 | -5 | 99 | -2 | 98 | -0.1 | -3 | 93 | -8 | 0 | -4
COc1cc(C(=O)Nc2cccc(-c3nc4cc(C)ccc4o3)c2C)cc(OC)c1OC | -10 | -1 | 90 | -2 | 94 | 1.4 | -2 | 92 | -6 | 8 | -5
O=C(NCN1CCCCC1)c1cccnc1 | -11 | 0 | 102 | -10 | 103 | 0.7 | -3 | 103 | -8 | 2 | -17
COc1ccc(C(=O)Nc2cccc(C(=O)N3CCN(C)CC3)c2)cc1 | -5 | -7 | 107 | -4 | 109 | -0.6 | -4 | 108 | -1 | 10 | -5
COc1cccc(C2C=C(c3ccc(Br)s3)Nc3ncnn32)c1OC (stereo not drawn) | 0 | -2 | 99 | 0 | 101 | 1.1 | -3 | 100 | -4 | 5 | -5

Quoted at random: 4 records from the list, in no set order.
SMILES | Bfl-1 Bim block | Bim-Mcl-1 | RGS7-Gao | Bim-Bcl-2 | RGS8-Gao | ABCB1 inh | Bcl-W Bim block | RGS4-Gao reg | Bim-Bcl-B | ABCG2 inh | Bcl-XL Bim block
CCN(CC)C(=O)CSc1nnc(-c2ccccc2)c(-c2ccccc2)n1 | 0 | -3 | 98 | 0 | 96 | 2.6 | -1 | 98 | -1 | 12 | -3
N#Cc1c(SCC(N)=O)nc(-c2ccccc2)c2c1CCCC2 | -6 | 2 | 108 | -5 | 105 | 0.9 | 0 | 111 | -8 | 4 | 2
CC(C)[C@H](NC(=O)C1(c2ccccc2)CCN(C(=O)OC(C)(C)C)CC1)C(=O)O | -10 | -1 | 99 | -8 | 98 | 0.9 | -1 | 102 | -8 | 2 | -5
Cc1oc(-c2ccccc2Cl)nc1CSc1nc2c(c(=O)[nH]1)CCC2 | -3 | -2 | 99 | -3 | 95 | 1.4 | -4 | 97 | -3 | 0 | -2

Later entries:
SMILES | Bfl-1 Bim block | Bim-Mcl-1 | RGS7-Gao | Bim-Bcl-2 | RGS8-Gao | ABCB1 inh | Bcl-W Bim block | RGS4-Gao reg | Bim-Bcl-B | ABCG2 inh | Bcl-XL Bim block
O=C(c1ccccc1)N1CCN(c2nc3ccc([N+](=O)[O-])cc3s2)CC1 | 0 | 0 | ? | 0 | 102 | 1.0 | 0 | 104 | -4 | 21 | 0
Cc1cccc(C2c3[nH]c4ccccc4c3CCN2C(=O)c2cc(C(C)C)nc(N)n2)n1 (stereo not drawn) | -3 | -1 | 98 | 1 | 101 | 1.1 | -1 | 98 | -3 | 3 | -1
O=C(NCCCN1CCN(Cc2ccccc2)CC1)C1CCN(S(=O)(=O)N2CCC3(CC2)OCCO3)CC1 | -8 | -4 | ? | -2 | 94 | 2.4 | -3 | 93 | -5 | 3 | -4
CCOC(=O)COc1cc(OCC(=O)OCC)c2c(=O)cc(-c3ccccc3)oc2c1 | -20 | -7 | 99 | -11 | 103 | 8.0 | 0 | 101 | -9 | 37 | -9
COc1ccc(/C=C/C(=O)Oc2ccc(/C=N/NC(=O)c3ccccc3)cc2)cc1OC | -1 | 0 | 107 | -3 | 114 | -0.2 | 3 | 100 | 0 | -2 | 3
COc1ccc(C(=O)Nc2ccc3nc4n(c(=O)c3c2)CCCC4)cc1[N+](=O)[O-] | 0 | -2 | 100 | 6 | 102 | 1.6 | -2 | 99 | 0 | 6 | -3
COc1cccc(-n2c(SCC(N)=O)nnc2-c2ccncc2)c1 | 0 | 0 | 98 | 3 | 101 | 0.2 | 1 | 99 | -5 | 2 | 0
N/C(=N\OC(=O)c1cc(-c2ccccc2)nc2ccccc12)c1ccccn1 | -6 | 0 | 96 | -1 | 102 | 0.9 | 0 | 100 | -5 | 4 | -2
COCCCn1c(-c2ccccc2Cl)n[nH]c1=S | -1 | -8 | 107 | -3 | 104 | 0.4 | -2 | 102 | -12 | 1 | -2
COC(=O)c1cc(=O)n(Cc2ccc3c(c2)OCO3)c(=Nc2ccccc2)s1 | -1 | -3 | 104 | 2 | 98 | -0.1 | -2 | 100 | -1 | 0 | -4

Screening data from PubChem.

This is a random part of the collection; overall some 0.94% were active at least once.
